# Compound activity as filed in PubChem.
# H9c2 TAG inh – reduces triacylglycerol accumulation in H9c2 cells. AID 651582. actives 0.66% (n = 230,000). Nile Red lipid (TAG) fluorescence; cells loaded with 200 µM oleic acid. inhibition, % at 12.5 µM;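 active = pattern-corrected inhibition of lipid staining of at least 50% with the nuclear-stain viability signal not falling by more than 50%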;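 also: 0% = DMSO wells and 100% = triacsin C control wells; some results filed as inactive read as strong as hits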
# H9c2 TAG inh DAPI viability – also measured in H9c2 TAG inh; calls as there; DAPI nuclei signal change (viability), lower = more cytotoxic, %;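 whole-well DAPI fluorescence read on a plate reader as a viability signal; minus 50 percent equals half of cells still viable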
# The depositor's hits bear a star; & = joins results of further samples.
# Values in the order – H9c2 TAG inh, H9c2 TAG inh DAPI viability
> C=CCn1c(O)c(C(C)=NC2CCN(Cc3ccccc3)CC2)c(=O)[nH]c1=O
  2.6, -2.9
> COc1ccc(Cn2c(N)c(C(=O)NCc3ccco3)c3nc4ccccc4nc32)cc1OC
  4.1, -0.9
> CSc1nc2ccc(C)cc2c(=O)n1-c1cccnc1
  3.1, 3.5
> O=C1CN=C(c2ccc(Br)cc2)c2c(sc3c2CCCC3)N1CCN1CCCCC1
  6.3, 15.7
> CC1CNCCN1c1ccc(Cl)cc1 (stereo not drawn)
  1.6, 11.2
> Cc1ccc2c(c1)=NC(=O)/C(=C/c1c(O)[nH]c(=O)[nH]c1=O)C=2
  9.1, -0.5
> Cc1ccsc1C(=O)C1CCCN(Cc2ccc(O)cc2)C1 (stereo not drawn)
  5.6, 7.2
> Cc1ccsc1C(=O)C1CCCN(Cc2cc(C(C)C)n[nH]2)C1 (stereo not drawn)
  5.9, 3.1
> COC(=O)C1=C(c2ccc(F)cc2OCc2ccccc2)C[C@@H]2CC[C@H]1N2C(=O)NCc1ccc(OC)c(OC)c1
  -7.5, 11.2
> C[C@@]12N[C@@H](Cc3ccccc31)c1ccccc12
  6.4&23.4, 0.8&-2.4
> COc1ccc2ccccc2c1CNCCc1ccccc1
  6.0, 10.2
> FC(F)(F)c1cccc(NC2=NCCCS2)c1
  0.1, 10.0
> COC(=O)C1=C(c2cccc(OCc3ccccc3)c2)C[C@@H]2CC[C@H]1N2C(=O)NCc1ccc(Br)cc1
  -20.7, 8.9
> Cc1ccc(Sc2ccc(C=C3C(=O)N(C)C(=O)N(C)C3=O)o2)cc1
  0.5, -7.4
> Fc1cccc(F)c1-c1nc(-c2ccc(Cl)cc2)no1
  -19.2, -3.0
> CNC(=O)O/N=C(\N)Cc1csc2ccccc12
  21.9, -1.1
> Cc1ccccc1NC(=O)N1Cc2ccccc2-n2nncc2C1
  4.5, -7.9
> CN(CC=CCN(C)P(=S)(N1CC1)N1CC1)P(=S)(N1CC1)N1CC1
  -4.4, -2.2
> CCN(CC)c1ccc(/C=C2\C(=O)NC(=S)N(C)C2=O)o1
  2.5, -3.1
> C/C(Cl)=C/CC1(CN2CCCC2=O)C(=O)NC(=O)NC1=O
  -9.9, 11.6
> O=C1N[C@H](Cc2ccccc2)C(=O)N2[C@@H]3[C@H](C[C@@H]12)c1ccccc1N3OOSc1ccccc1
  -12.9, -10.9
> Cc1ncc(CN2CCCC(C(=O)c3sccc3C)C2)s1 (stereo not drawn)
  -8.9, 8.0
> Cc1oc(-c2cccs2)nc1CSCC(=O)N1CCC2(CC1)OCCO2
  -15.4, 1.2
> Cn1cc(C(=O)OCC(=O)NC2(C#N)CCCCC2)c2ccccc21
  24.0, -6.3
> O=P(OCC(F)(F)C(F)F)(N1CCCCC1)N1CCCCC1
  4.2, -8.4
> CC(=O)OCC(=O)[C@H]1CC[C@H]2[C@@H]3CC[C@H]4C[C@H](O)CC[C@]4(C)[C@H]3C(=O)C[C@]12C
  0.0, -3.2
> O=C(CN1CC=C(c2ccccc2)CC1)NC(=O)NCc1ccccc1
  12.2, -2.5
> CN1C(=O)NC(=O)C(N=Nc2ccc(Cl)cc2)C1=O (stereo not drawn)
  -13.1, 14.5
> CN1CCN(c2ccc3nccnc3c2)CC1
  4.9, -9.1
> CCn1c(O)c(N=Nc2cccc(S(=O)(=O)N3CCOCC3)c2)c(=O)n(CC)c1=S
  8.7, 1.6

# Reformatted with bars between the fields: part of the list above
molecule | H9c2 TAG inh | H9c2 TAG inh DAPI viability
Fc1cccc(F)c1-c1nc(-c2ccc(Cl)cc2)no1 | -19.2 | -3.0
CNC(=O)O/N=C(\N)Cc1csc2ccccc12 | 21.9 | -1.1
Cc1ccccc1NC(=O)N1Cc2ccccc2-n2nncc2C1 | 4.5 | -7.9
CN(CC=CCN(C)P(=S)(N1CC1)N1CC1)P(=S)(N1CC1)N1CC1 | -4.4 | -2.2
CCN(CC)c1ccc(/C=C2\C(=O)NC(=S)N(C)C2=O)o1 | 2.5 | -3.1
C/C(Cl)=C/CC1(CN2CCCC2=O)C(=O)NC(=O)NC1=O | -9.9 | 11.6

# The main list resumes; the 2 compounds before the break are reprinted first.
# Values in the order – H9c2 TAG inh, H9c2 TAG inh DAPI viability
> CN1CCN(c2ccc3nccnc3c2)CC1
  4.9, -9.1
> CCn1c(O)c(N=Nc2cccc(S(=O)(=O)N3CCOCC3)c2)c(=O)n(CC)c1=S
  8.7, 1.6
> N#CC1c2ccccc2-n2nncc2CN1S(=O)(=O)c1ccc(Cl)cc1 (stereo not drawn)
  7.4, 2.6
> COP(=O)(Cc1ccc(C#N)o1)OC
  5.6, -2.7
> CC(=O)Nc1ccc(C=C2C(=O)NC(=O)NC2=O)cc1
  -5.2, 3.2
> CCOP(=O)(OCC)C(NC(=O)c1cccc(C)c1)C(Cl)(Cl)Cl (stereo not drawn)
  -0.6, -5.5
> Cc1ccc(S(=O)(=O)N[C@@H](CCCCN)C(=O)CCl)cc1
  -8.6, 1.7
> Cc1ccccc1C(=O)N1CC1C (stereo not drawn)
  -6.3, 8.2
> COc1ccccc1CN1CCCC(C(=O)c2ccccc2SC)C1 (stereo not drawn)
  -10.6, 18.1
> COc1cccc(CNCCc2ccc3c(c2)OCO3)c1OC
  -0.6, -10.8
> O=C(NC(Oc1ccccc1)C(Cl)(Cl)Cl)c1ccccc1 (stereo not drawn)
  13.7, -7.1
> c1ccc(-c2ccc(-c3n(-c4ccccn4)c4ccccc4[n+]3-c3ccccn3)cc2)cc1
  10.7, 8.0
> N#CCCn1cc(C(=O)O)c(-c2cccc([N+](=O)[O-])c2)n1
  -9.5, 2.5
> S=C(N1CCCCCC1)N1CC1
  -19.4, -2.6
> COc1cc2c(cc1OC)C13CCN4CC5=CCOC6CC(=O)N2C1C6C5C3C4 (stereo not drawn) (tested in a mixture with another compound)
  -6.1, 0.5
> CCN(CC)c1ccc(N=Cc2c(O)n(-c3ccc(OC)cc3)c(=O)[nH]c2=O)cc1
  10.3, -1.1
> Clc1ccc2c(c1)C(c1ccccc1Cl)=NCc1nnc(N3CCN(CCSc4ccccc4)CC3)n1-2
  18.5, -9.4
> CC(=O)N(C)C1=Nc2ccc(Cl)cc2C(c2ccccc2)=[N+]([O-])C1
  -0.5, 4.1

# One compound at a time (already shown). Order of values: H9c2 TAG inh, H9c2 TAG inh DAPI viability
# Record of CCOP(=O)(OCC)C(NC(=O)c1cccc(C)c1)C(Cl)(Cl)Cl (stereo not drawn) → -0.6, -5.5
# Record of Cc1ccccc1C(=O)N1CC1C (stereo not drawn) → -6.3, 8.2

# A portion of the library. The share of hits here may be higher or lower than overall.
